High-throughput results: PubChem, The Scripps Research Institute Molecular Screening Center
TbREL1 primary = TbREL1 inhibition, primary screen | P86926 | TbREL1 RNA ligation, FRET fluorescence | inhibition, % at 9.66 µM | 0.49% of 89,000 active | AID 1117264;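 active means inhibition above the mean inhibition across all screened compounds plus 3 SD, cut at about 11% in these data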;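 further: 0% = plate median of test wells and 100% = NSC42067 control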
Target sequence (P86926 whole entry, looked up): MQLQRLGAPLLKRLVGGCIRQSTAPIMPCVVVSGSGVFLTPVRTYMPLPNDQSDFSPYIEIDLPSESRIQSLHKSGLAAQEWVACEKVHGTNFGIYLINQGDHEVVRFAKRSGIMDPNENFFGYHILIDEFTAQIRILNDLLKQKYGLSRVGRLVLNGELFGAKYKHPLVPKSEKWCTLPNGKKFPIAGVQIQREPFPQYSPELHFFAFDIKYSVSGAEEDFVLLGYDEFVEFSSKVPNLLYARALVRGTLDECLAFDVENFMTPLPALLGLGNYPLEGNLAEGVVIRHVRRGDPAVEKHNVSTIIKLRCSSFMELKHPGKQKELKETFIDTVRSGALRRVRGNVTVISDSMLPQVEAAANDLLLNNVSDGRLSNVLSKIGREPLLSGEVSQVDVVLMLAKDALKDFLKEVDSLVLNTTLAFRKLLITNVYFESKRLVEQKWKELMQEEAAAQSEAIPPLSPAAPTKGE
Active calls of the source: *. A portion of the library. The share of hits here may be higher or lower than overall.

SMILES	TbREL1 primary
COC(=O)CCCC1=CC2=CC(=O)C(C)(OC(=O)c3cccs3)C(=O)C2=CN1Cc1ccco1 (stereo not drawn)	8.3
CCCN(CC(=O)Nc1ccccc1OC)C(=O)c1nc2nc(C)ccn2n1	2.5
O=S(=O)(c1cc(Cl)ccc1Cl)N1CCCC1	-0.5
CCOC(=O)[C@]12CCCC=C1N(CCCOC)C(=O)[C@@H]2CC(=O)NCCc1ccccc1OC	-4.9
CC1(C(=O)NCCN2CCOCC2)C=CCN1C(=O)c1ccccc1 (stereo not drawn)	0.7
CCOCCCNC(=O)C1CCCN1C(=O)Nc1ccccc1[N+](=O)[O-] (stereo not drawn)	5.5
CC(C)(C)NCCOCCOc1ccccc1-c1ccccc1	9.1
CCCC(=O)Nc1ccc2c(c1)nc1n2CCOC1	1.2
CCCCCCc1c(O)nc(SCC(=O)O)[nH]c1=O	-2.7
CC(C)Cn1c(SCC(=O)N2CCc3ccccc3C2)nc(O)cc1=O	-7.3
COc1ccc(CN2CCN(Cc3ccc4cc(F)ccc4n3)CC2CCO)c(C)c1C (stereo not drawn)	-3.1
CCOC(=O)Cc1cc(=O)n(-c2nc3ccccc3s2)[nH]1	4.4
Cn1c(=O)c2nc(-c3ccccc3)oc2c2ccccc21	-2.7
CSCCC(NC(=O)c1cc(S(=O)(=O)N2CCOCC2)ccc1C)c1nc2ccccc2[nH]1 (stereo not drawn)	-2.0
CC(C)C(=O)Nc1ccc(C(=O)CN2C(=O)NC3(CCOc4ccccc43)C2=O)cc1 (stereo not drawn)	-2.2
CC(C)CCN1CCN=C1N(C)C	5.4
O=C(Cc1cccs1)NCCc1csc(-c2ccccc2)n1	-4.1
CC(=O)c1cc(C(=O)Nc2ccc3ccccc3c2)c(C)o1	-3.2
CCCc1cc(=O)oc2cc(OCc3nn[nH]n3)ccc12	3.0
COC(=O)CCC(=O)NC(=S)Nc1sc(C)c(C)c1C(N)=O	-0.7
CCOC(=O)c1c(N=CN(C)C)c2cc([N+](=O)[O-])cnc2n1C	-2.0
CCCOC(=O)c1ccc(NC(=O)/C=C/c2cccs2)cc1	0.2
CC1=C(C(=O)N(C)C)CC(CC(=O)NC2CCCCC2)C(=O)N1Cc1ccc(F)cc1 (stereo not drawn)	3.1
Cc1cc(C)cc(NC(=S)NC(=O)Cc2ccccc2)c1	0.7

Reprinted at random: seven compounds from above, in no set order.
SMILES	TbREL1 primary
CCOC(=O)[C@]12CCCC=C1N(CCCOC)C(=O)[C@@H]2CC(=O)NCCc1ccccc1OC	-4.9
CCCc1cc(=O)oc2cc(OCc3nn[nH]n3)ccc12	3.0
CC(=O)c1cc(C(=O)Nc2ccc3ccccc3c2)c(C)o1	-3.2
CC1=C(C(=O)N(C)C)CC(CC(=O)NC2CCCCC2)C(=O)N1Cc1ccc(F)cc1 (stereo not drawn)	3.1
CC(C)C(=O)Nc1ccc(C(=O)CN2C(=O)NC3(CCOc4ccccc43)C2=O)cc1 (stereo not drawn)	-2.2
Cc1cc(C)cc(NC(=S)NC(=O)Cc2ccccc2)c1	0.7
COc1ccc(CN2CCN(Cc3ccc4cc(F)ccc4n3)CC2CCO)c(C)c1C (stereo not drawn)	-3.1

Back to the main list, repeating the 2 entries before the break.
SMILES	TbREL1 primary
CC1=C(C(=O)N(C)C)CC(CC(=O)NC2CCCCC2)C(=O)N1Cc1ccc(F)cc1 (stereo not drawn)	3.1
Cc1cc(C)cc(NC(=S)NC(=O)Cc2ccccc2)c1	0.7
O=C(NCCc1nc2ccccc2n1CCOc1ccc2cccnc2c1)C1CCCCC1	-2.6
O=C(NCc1ccccc1Br)c1ccco1	-2.8
O=C(NCCCN1CCOCC1)C1CCC(=O)N1CCc1ccccc1 (stereo not drawn)	1.0
NC(=O)c1cccc2cc3ccccc3cc12	-1.3
COc1ccccc1C(=O)C1Nc2ccccc2-c2nnc(SC)nc2O1 (stereo not drawn)	-0.2
N/C(=N\N=C\c1cccc([N+](=O)[O-])c1)c1nonc1N	3.0
Cc1ccccc1NC(=S)N(CCN(C)C)C(C)c1cccnc1 (stereo not drawn)	-5.9
C[C@@H]1CN([C@H](C)CO)C(=O)CCCn2nncc2CO[C@H]1CN(C)S(=O)(=O)c1ccccc1	0.2
COc1cc2ccc(CC(N)=O)cc2cc1OC	1.9
Cc1cc(=O)oc2cc(OC(C)C(=O)NC3CCCC3)ccc12 (stereo not drawn)	0.0
COc1ccc(C(=O)NC(=S)SCC(=O)O)cc1	-0.5
CCOC(=O)N1CCN(c2c(NCCCN(C)c3ccccc3)c(=O)c2=O)CC1	-5.4
COC(=O)c1ccccc1NC(=O)Cc1ccccc1OC	0.8
C[C@H](NC(=O)c1nc[nH]c1C(=O)N1CCc2ccccc2C1)c1ccccc1	-2.4
COc1ccccc1C(=O)NNC(=O)Cc1ccccc1	1.1
O=C(Nc1ccc(F)cc1)OCc1cn(Cc2ccc(F)c(F)c2)nn1	-1.5
Cn1c(=O)c2c(nc(SCC(=O)N3CCCCCC3)n2C)n(C)c1=O	-0.7
COc1ccccc1N(C)S(=O)(=O)c1ccc(C)c(C(=O)NCc2ccccn2)c1	-0.3
COC(=O)[C@]12CCCCC=C1N(Cc1ccco1)C(=O)[C@H](CC(=O)N1CCN(C(=O)C3CC3)CC1)C2	0.7
O=C(Cn1cnc2c(nnn2Cc2ccccc2F)c1=O)OCc1ccccc1	-1.8
Cc1ccc(N(CC(=O)N2CCn3c2nc2ccccc23)S(=O)(=O)c2c(C)n[nH]c2C)cc1	-1.2
COc1ccc(S(=O)(=O)CC2(O)CCN(C(=O)C(C)(C)C)CC2)cc1	-3.3
CCC(=O)c1ccc(CCCCCC(=O)O)s1	4.8
COc1ccc(C(OC(=O)c2ccco2)C(=O)NC(C)(C)C)cc1 (stereo not drawn)	-1.1
O=C(c1ccc(N2CCOCC2)cc1[N+](=O)[O-])N1CCOCC1	1.6
O=C(Nc1nc(-c2ccccn2)cs1)c1cccc(S(=O)(=O)N2CCOCC2)c1	-1.4
NC(=O)C1(C(N)=O)OC1c1ccc(Cl)cc1Cl (stereo not drawn)	2.0
Cc1ccc(C(=O)CSc2ccc(-c3ccncc3)nn2)cc1	2.1
CC(=O)Nc1ccc(C(=O)N/C(=C/c2ccccc2)C(=O)Nc2cccc(C(=O)O)c2)cc1	3.2
C[C@H](NC(=O)c1ccccc1Cl)C(=O)NCc1cccs1	-0.8
CCNC(=O)c1sc(=S)n(-c2ccc(C)cc2)c1N	-5.1
O=C(CNc1n[nH]c(=O)[nH]c1=O)N/N=C/C=C/c1ccccc1	1.6
Cc1ccc(N(C)S(=O)(=O)c2cccc(C(=O)Nc3ccc(N4CCOCC4)cc3)c2)cc1	-5.9
CCC(CC)c1nnc(NC(=O)C2=COCCO2)s1	-1.5
CCOCc1nnc(NC(=O)c2cc(C(=O)OC)cc([N+](=O)[O-])c2)s1	2.3
O=C(c1cc2c(s1)-c1ccccc1S(=O)(=O)C2)N1CCN(Cc2ccccc2)CC1	2.6

A portion of the results above, as a working copy:
SMILES	TbREL1 primary
CCC(CC)c1nnc(NC(=O)C2=COCCO2)s1	-1.5
CCOCc1nnc(NC(=O)c2cc(C(=O)OC)cc([N+](=O)[O-])c2)s1	2.3

(next part)
SMILES	TbREL1 primary
O=C(CCc1nnc(CCCCc2ccccc2)o1)N1CCN(CCO)CC1	-1.3
COc1ccc(C(C)NC(=O)c2ccccc2Cl)cc1OC (stereo not drawn)	0.7
COc1ccccc1CN1CC(C(=O)N(C)Cc2ccncc2C)CCC1=O (stereo not drawn)	2.9
OC[C@@H]1CN(Cc2ccc(-c3ccccc3)cc2)C[C@H](n2cnc3c(Nc4ccccc4)ncnc32)O1	-0.6
O=C(c1cc(-c2cccs2)on1)N1CCCCC1	0.3
O=C1CC(N2CCCN(Cc3ccccc3)CC2)=NC(=O)N1c1ccc(Br)cc1	4.5
O=S(=O)(Nc1ccc(O)cc1)c1cccc2cccnc12	-1.8
COc1ccc(S(=O)(=O)NCc2ccncc2)cc1OC	0.3
Cc1ccc(C)c(S(=O)(=O)NCC(=O)NCc2ccco2)c1	-1.3
O=C(CSc1ccccc1)N1CCN(c2ccccc2)CC1	-2.4
Cc1ccn2cc(C(=O)N3CCN(c4cnn(-c5ccccc5)c(=O)c4Cl)CC3)nc2c1	-2.7
O=C(O)C(C(O)c1ccccc1)[n+]1ccccc1 (stereo not drawn)	9.0
CC(=O)CC1c2cc(F)ccc2C=C(c2ccsc2)N1c1ccc(C#CC2(O)CCCCC2)cc1 (stereo not drawn)	-3.1
CCN1C(=O)[C@H]2[C@@H](c3ccc(Cl)cc3)N3C(=O)CN(CCOC)C(=O)[C@@]3(Cc3ccccc3)[C@H]2C1=O	-0.2
CCOc1ccc(-c2nc[nH]c2[N+](=O)[O-])cc1	0.3
COc1ccc(C=O)cc1COc1ccc(C)cc1[N+](=O)[O-]	2.8
C[C@@H]1CN([C@@H](C)COC(=O)C(C)(C)C)C(=O)c2cc(NC(=O)Nc3ccccc3)ccc2O[C@@H](C)CCCCO[C@H]1CN(C)S(=O)(=O)c1ccc(F)cc1	6.1
CCCCn1nnnc1NCc1ccc(C)s1	1.9
CCC(C)(C)NC(=O)C(c1cccs1)N(CC1CCCO1)C(=O)Cn1nnc2ccccc21 (stereo not drawn)	-0.3
COc1ccc(NC(=O)c2ccc(-c3ccccc3Cl)o2)cc1	-0.7
CCc1nc2c(OCc3ccc(F)c(F)c3)cccn2c1N(C)C(=O)c1ccco1	-0.5
CCCN1CCC(NC(=O)Nc2ccc(F)cc2F)CC1	-0.8
Cc1nc(-c2ccc(F)cc2)c(CC(=O)N(C)CC(=O)Nc2ccc(F)cc2)s1	-0.4
COC(=O)CCCCCN1C(=O)NC(C2CC2)C(C(=O)OCc2ccccc2)=C1C (stereo not drawn)	-1.1
Cc1cc2nc(-c3ccc(SCC(=O)N4CCOCC4)nc3)[nH]c2cc1C	1.8
O=S(=O)(CCC1CCCCN1)c1ccccc1 (stereo not drawn)	2.1
CCOC(=O)[C@]12CCCC=C1N(Cc1ccc(OC)cc1)C(=O)[C@@H]2CC(=O)NCc1cccc2ccccc12	-2.0
C[C@@H]1CCN(C2CC2)S(=O)(=O)c2c(cccc2N2CC[C@@H](O)C2)O1	4.7
N#Cc1c(Cl)c(Cl)c2nnc(-c3ccc(Br)cc3)n2c1Cl	16.1*
Cc1ccc(S(=O)(=O)N2CCOC2CNC(=O)C(=O)NCc2ccc(Cl)cc2)cc1 (stereo not drawn)	-3.1
CC(C)(C)C(=O)CN1C(=O)NC(C)(Cc2ccc3c(c2)OCO3)C1=O (stereo not drawn)	0.8
O=C(Nc1cccc(Cc2ccccc2)c1)Nc1cccc2[nH]c([C@@H]3O[C@H](CO)[C@@H](O)[C@H](O)[C@H]3O)nc12	5.5
Cc1ccc(-c2nc3ccc(Br)cn3c2Cc2ccccc2C(F)(F)F)cc1	1.7
Cc1ccc(N2CC(C(=O)N3CCC4(CC3)CC(=O)c3ccccc3O4)CC2=O)cc1C (stereo not drawn)	0.3
Cc1ccc(NC(=O)CN(C)S(=O)(=O)c2cccc3cccnc23)cc1	-3.3
Cc1nc(-c2ccc(NC(=O)c3ccccc3C)cc2)cs1	-2.1
COc1ccc(-n2nc3c(c2NC(=O)C24CC5CC(CC(C5)C2)C4)CS(=O)C3)cc1 (stereo not drawn)	-1.2
O=C1c2ccccc2C(c2nnnn2-c2ccc3ccccc3c2)N1C1CC1 (stereo not drawn)	-1.8
CSc1ccc(CN(C)C(=O)c2ccc(S(=O)(=O)Nc3ccccc3)cc2)cc1	-3.5
COC(=O)C1=C(C)Nc2nc3ccccc3n2C1c1ccccc1F (stereo not drawn)	-1.0
CC1(C)Cc2c(sc3c2c(=N)n(Cc2ccco2)c(=O)n3Cc2ccc(F)cc2)CO1	-4.3
COc1ccc(CCNC(=O)C2CCN(C(=O)c3ccc(Cl)cc3)CC2)cc1OC	-0.3
COc1ccc(Cl)cc1C(=O)Nc1ccc(OCC(=O)N2CCOCC2)cc1	0.8
CCN(c1ccccc1C(=O)O)S(=O)(=O)c1ccc2[nH]c(=O)[nH]c2c1	3.3
O=C(Oc1cccc(-n2cnnn2)c1)C1CCCCC1	5.6
CC(C)(C)OC(=O)C[C@@H]1C/C=C\C[C@H](CC(=O)NCCO)C(=O)N[C@H](Cc2ccccc2)COC1=O	-3.1
CC1CCN(C(=O)CSc2nncn2-c2ccccn2)CC1	1.3
C[C@H]1[C@H](N)CC[C@@]23CCCN2C(=O)CCC[C@@H]13	10.9
Fc1ccc(-n2ncc3c(SCc4cccnc4)ncnc32)cc1	-4.8
CC(C)(C)C(=O)NC(=S)Nc1ccccc1C(=O)NC1CCCCC1	-2.7
Cc1cccc(-c2noc(CNC(=O)c3ccco3)n2)c1	1.4
CCOc1cc(C#N)c(NC(=O)c2ccco2)cc1OCC	-0.2
Cc1ccc(S(=O)(=O)N(C)Cc2cc3ccccc3[nH]c2=O)cc1	-1.1
COc1ccc(CCNS(=O)(=O)CCNC(=O)c2ccc(OC)cc2)cc1	0.9
O=C(CSc1nc2ccccc2s1)NCCOc1ccccc1	-0.7
C/C=C(/C)C(=O)Nc1cccc(C2=NOC3(C2)C[C@@H](C(N)=O)N(C(=O)[C@H]2CCC(=O)N2)C3)c1 (stereo partly drawn)	2.0
CC[C@H](C)[C@@H](C(=O)NCCCCCCCCCCC(=O)N1CCNCC1)n1cc(CCCCCN)nn1	9.6
CCn1c(C)nc2cc(C(=O)NNS(=O)(=O)c3c(C)c(C)cc(C)c3C)ccc21	-2.6
CCCCCCOC(=O)C(C#N)c1nc2ccccc2nc1N1CCCCC1 (stereo not drawn)	-0.1
Cc1cc(C)nc(NC(=O)c2cc(-c3ccc(C)s3)nc3ccccc23)c1	-0.8

Other results follow:
SMILES	TbREL1 primary
COc1cc(NC(=O)CSc2nncn2C)cc(OC)c1OC	1.0
CCN(CC)Cc1csc2ccc(Br)cc12	2.2
CNC(=S)Nc1ccc(C)c(NC(=S)NC)c1	-0.8
CCCNS(=O)(=O)c1cccc(C(=O)OCc2cc(=O)oc3cc(OC)ccc23)c1	-1.2
COc1ccc(COc2cc(-c3cccc(OC)c3)nc3ccc(NC(=O)c4ccc(OC)cc4)cc23)cc1	-3.0
O=C(NC1CCC(CC2CCC(NC(=O)C(Cl)Cl)CC2)CC1)C(Cl)Cl (stereo not drawn)	4.9
O=C(Cn1nc(C(F)(F)F)c2c1CCCC2)NCCN1CCOCC1	-0.4
CSc1ccc(Cn2c(C)c(C(=O)NCc3ccco3)sc2=O)cc1	3.4
COc1ccccc1CCNC(=O)c1c(C)nn(CC(C)C)c1Cl	4.0
O=C(CSc1nc2ccccc2nc1N1CCCC1)N1CCN(C(c2ccccc2)c2ccccc2)CC1	0.6
